# HIV RNase H inh: HIV-1 RT RNase H inhibitors, primary screen, biochemical, fluorescence. Gag-Pol polyprotein (Human immunodeficiency virus type 1 group M subtype B (isolate …. RT-RNase H RNA/DNA duplex cleavage. inhibition, % at 10 µM. hit rate 1.9% among 65,000. AID 565, 2006; in the data active = inhibition above about 50%
# RmlC RmlD mix: RmlC and RmlD coupled enzyme inhibitors, primary screen, biochemical, 384-well, compound mixtures, retest | RmlC/RmlD coupled enzyme inhibition, 384-well mixture HTS | inhibition, % at 5.5 µM | hit rate 0.39% among 110,000; in the data active = inhibition above about 30%, passing the limit was not always enough; also: strong numbers were not always called active
# * hit, by the source's call; . = not tested or not shown.
# Second line of a record: HIV RNase H inh	RmlC RmlD mix
Cc1ccc(CN=C2Nc3ccccc3CS2)cc1
  .	2.9
Cc1ccc2c(c1)c1c3n2CCN=C3CCC1
  -8.5	4.3
O=C(Nc1cnn(Cc2ccccc2)c1)c1nc2ncccn2n1
  2.9	.
C#CCSC1=C(C#N)C(c2cccs2)C(C(=O)OCC)=C(C)N1 (centres undefined)
  8.6	-10.4
Cn1c(SCC(=O)NC(c2ccccc2)c2ccccc2)nnc1-c1cccs1
  .	-0.9
CCOC(=O)c1nnn(CC(=O)Nc2cccc(OC)c2)c1C(=O)OCC
  -4.5	5.4
Oc1ccccc1/C=N/n1c2ccccc2c2ccccc21
  .	5.5
Cc1ccc(C(=O)C[n+]2cc(-c3ccccc3)n3c2CCCCC3)cc1
  .	7.4
CS(=O)(=O)NCCSCc1ccccc1
  -6.9	-4.0
CSC1=NCCN1C(=O)c1ccc(S(=O)(=O)N(C)C)cc1
  -11.4	2.3
CC[C@H](CO)Nc1nc(Nc2cccc(Cl)c2)c2ncn(C(C)C)c2n1
  .	-6.7
CC(=O)Nc1ccc(N2C(=O)CC(c3ccccc3)CC2=O)cc1
  .	9.6
Cc1cccc(N(CC(=O)Nc2c(C)n(C)n(-c3ccccc3)c2=O)S(C)(=O)=O)c1
  0.2	13.7
CCCCCCc1nc2ccccc2c(=O)n1NC(=O)c1c(O)c2c(n(CC(C)C)c1=O)CCCC2
  .	-11.7
O=C(Nc1nnc(COc2ccccc2)s1)C1CCN(S(=O)(=O)c2ccc(Cl)cc2)CC1
  .	-3.6
S=C(Nc1ccc(Cl)c(Cl)c1)NC1CCCCC1
  .	32.0
O=C(NCCO)C(c1ccccc1)c1ccccc1
  -1.8	4.6
CC(C)CN(C(=O)COC(=O)C12CC3CC(CC(O)(C3)C1)C2)C1CCS(=O)(=O)C1 (centres undefined)
  -5.5	3.0
COc1ccc(N(C)C2=NS(=O)(=O)c3ccccc32)cc1
  .	8.7
COC1C(OC(=O)c2ccc(C)[nH]2)C(O)C(Oc2ccc3c(O)c(NC(=O)c4ccc(O)c(CC=C(C)C)c4)c(=O)oc3c2Cl)OC1(C)C (centres undefined)
  .	31.3
Cc1cc(NC(=O)CCCC(=O)NCc2cccs2)no1
  -7.5	6.9
CC(C)C[C@H](NC(=O)c1nc[nH]c1C(=O)N1CCN(C(=O)OC(C)(C)C)CC1)C(=O)OCc1ccccc1
  .	20.8
NC(Cc1ccc2nonc2c1)C(=O)O (centres undefined)
  -3.4	15.3
CCN(CCCNC(=O)c1[nH]c(C)c(C(C)=O)c1C)c1ccccc1
  -64.4	3.8
CCOC(=O)C1CCN(Cc2ccccc2C)CC1
  .	6.0
Fc1ccc(Cn2ccc(-c3cnc(-c4ccccc4)s3)n2)cc1
  .	-8.6
Cc1nc2ccccn2c1C(=O)N/N=C/c1ccccc1[N+](=O)[O-]
  .	-12.0
CCOC(=O)CSc1nc(N)c2c3c(sc2n1)CCCC3
  -4.4	3.3
N#CC1=C(O)CCCn2c1nc1ccccc1c2=O
  -6.7	27.2
Clc1ccccc1OCCCCN1CCCC1
  -9.9	7.0
COc1ccc(OCC(=O)NNc2c3ccccc3nc3ccccc23)cc1
  .	-5.2
CCOc1ccc(C2CC(c3cccc(OC)c3)n3nc(N)nc3N2)cc1 (centres undefined)
  24.9	6.6
CCOC(=O)Cn1nc(CC)c2ccccc2c1=O
  .	2.2
CC(C)NC(=O)CSCc1ccccc1Cl
  -4.5	-13.2
CCCCn1c(N)c(Sc2ccc(C)cc2)c(=O)[nH]c1=O
  -2.6	-5.2
CC(C)CNC(=O)c1ccccc1NC(=O)CSCc1ccccc1
  .	2.4
CC(=O)C(C)Oc1ccc2c3c(c(=O)oc2c1C)CCCC3 (centres undefined)
  -8.8	.
CC1(C)OC(C(=O)NC2CCCCC2)C(C(=O)NC2CCCCC2)O1 (centres undefined)
  2.0	.
O=C(CSc1c2c(nc3ccc(Cl)cc13)CCCC2)N1CCN(C(=O)c2ccco2)CC1
  -14.5	.
CSc1nc2sc3c(c2c(=O)n1C)CCC(C)C3 (centres undefined)
  -4.7	-7.5
C=CCn1c(C(C)NC(=O)c2ccccc2)n[nH]c1=S (centres undefined)
  .	9.2
CNC(=S)NNC(=O)c1cccn(Cc2cccc(Cl)c2)c1=O
  .	27.6
COC(=O)c1[nH]c(C)c(/C(O)=C2\C(=O)C(=O)N(CCN3CCOCC3)C2c2cccs2)c1C (centres undefined)
  3.2	.
COc1ccc(C(=O)/C=C/Nc2ccc(NC(C)=O)cc2)cc1OC
  .	8.1
CCOC(=O)C1CCN(C(=O)c2ccc(OC)cc2OC)CC1
  2.9	9.5
C=CCNC(=O)c1cc(=O)c2ccccc2o1
  -41.0	-1.1
CC(C)c1nnc(NC(=O)c2sc3ccccc3c2Cl)s1
  .	-11.1
CCOc1cccc(-c2cc(=O)[nH][nH]2)c1
  -6.0	-40.5
COc1ccc2[nH]c(=S)[nH]c2c1
  -0.9	-1.3
COc1cc(C)ccc1NC(=O)c1ccc(S(=O)(=O)N2CCOCC2)cc1
  -6.5	8.9

# (listing goes on)
# Second line of a record: HIV RNase H inh	RmlC RmlD mix
COC(=O)c1ccc2c(c1)NC(=O)C(N1CCCCC1)S2 (centres undefined)
  3.6	-25.4
CC(C)(C)c1cc(CNC2CS(=O)(=O)C[C@@H]2O)cc(C(C)(C)C)c1O (some centres undefined)
  5.0	-6.4
Cc1ccc(OCC(=O)N/N=C\c2c(C)n(C)c3ccccc23)c([N+](=O)[O-])c1
  .	-4.4
CC1CCc2cc(F)ccc2N1C(=O)CN1C(=O)c2ccccc2C1=O (centres undefined)
  -0.7	6.5
Cc1cc(C)c2c(=O)n(-c3ccccc3)[nH]c2n1
  -6.7	2.5
O=C(Nc1cc(C(F)(F)F)ccc1N1CCOCC1)c1cccs1
  .	5.4
O=C(CSc1ccc(Cl)cc1)NC1CCCC1
  -22.4	7.0
COC(=O)/C(=C\Nc1ccc(Cl)cc1Cl)NC(=O)c1ccccc1
  .	-10.1
CCCC(c1nnnn1C1CCCCC1)N1CCN(c2ncccn2)CC1 (centres undefined)
  -13.6	-9.3
CCOC(=O)c1cc2ccc(OC)cc2oc1=O
  .	16.7
Cc1ccc(C23CC4CC(CC(NC(=O)NC(C)(C)CO)(C4)C2)C3)cc1
  .	3.7
c1ccc(CN2CCN(c3nc(NCc4ccco4)c4ccccc4n3)CC2)cc1
  .	-11.7
N#CCSc1nnc(-c2ccccc2O)n1CCc1ccccc1
  -9.8	-3.1
CC1(C)CC(=O)C2=C(C1)OC(c1cccs1)C(C#N)=C2N (centres undefined)
  -6.5	17.4
c1ccc2c(c1)C(=NC1CCCCC1)NC2=NC1CCCCC1
  .	-2.0
Cc1ccc2cc(CN(CC3CCCO3)C(=O)NC3CCCCC3)c(=O)[nH]c2c1C (centres undefined)
  -46.3	8.8
Clc1ccc(Cl)c2sc(N3CCCC3)nc12
  -19.5	-11.0
COc1cccc(N2CCN(C(=O)c3cccnc3)CC2)c1
  0.4	-10.5
CCCn1c(C)cc(/C=C(\C#N)C(=O)OCC(=O)NC(=O)NCC)c1C
  .	-9.5
Cc1cccc(C(=O)NCCc2csc(C)n2)c1
  .	-7.1
O=C1c2[nH]nc(-c3ccccc3O)c2C(c2ccccc2)N1Cc1ccco1 (centres undefined)
  13.9	-13.3
O=C(C1CCCN(S(=O)(=O)c2ccccc2)C1)N1CCCc2ccccc21 (centres undefined)
  17.6	-8.2
CCOc1ccccc1N1CC(C(=O)N2CCc3ccccc3C2)CC1=O (centres undefined)
  .	-4.5
CC(=O)c1ccc(O)c(CC=C(C)C)c1
  .	8.7
COc1ccc(CC(=O)Nc2ccc(C(=O)NCC(C)C)cc2)cc1
  .	-11.4
COc1ccc2c(c1)c(=O)cc(-c1ccccc1)n2C
  .	-13.5
CC(C)(C)c1nnc2sc(SCC(=O)N3CCCc4ccccc43)nn2c1=O
  13.0	26.7
Cc1ccc2c(c1)N(CC(=O)N1CCN(c3nc4ccccc4s3)CC1)C(=O)C(C)O2 (centres undefined)
  -3.0	-11.7
CC(C)NC(=O)c1ccc2c(=O)n(C3CCCC3)c(=S)[nH]c2c1
  16.1	7.5
CC(=O)c1cc2c(cc1NC(=O)CN1CCCCCC1)OCO2
  .	-13.8
CCCOC(=O)Nc1ccc(C(N)=O)cc1
  -2.6	-7.1
CCOc1ccc(NC(=O)CN2CCN(CC(=O)Nc3ccc4c(c3)OCO4)CC2)cc1
  0.7	-25.6
CCc1nc2cc(Cl)c(Cl)cc2[nH]1
  -0.7	7.8
COC(=O)[C@@H]1C[C@H]2CC[C@H](O)C[C@H]2N1Cc1ccccc1OS(=O)(=O)c1ccc(C)cc1
  .	-19.8
CCOC(=O)c1[nH]c2ccc(Cl)cc2c1NC(=O)c1nonc1C
  .	-2.4
COc1ccc(C(=O)NC(=S)Nc2nc(C)c(C(=O)N(C)C)s2)cc1
  .	-2.7
Nc1c(C(=O)NCc2ccccc2)c2nc3ccccc3nc2n1-c1ccc2c(c1)OCO2
  .	-14.5
COc1cccc(-c2nnc(N(C)C(=O)C3CCOC3)s2)c1 (centres undefined)
  -5.2	-12.9
Cc1ccc(-c2nnn(CC(=O)Nc3ccc(S(=O)(=O)N4CCC(C)CC4)cc3)n2)cc1
  39.8	5.0
COc1ccc(COCC(O)CN2CCOCC2)cc1OC (centres undefined)
  -12.5	10.8

# 4 consecutive records already listed:
# Second line of a record: HIV RNase H inh	RmlC RmlD mix
Nc1c(C(=O)NCc2ccccc2)c2nc3ccccc3nc2n1-c1ccc2c(c1)OCO2
  .	-14.5
COc1cccc(-c2nnc(N(C)C(=O)C3CCOC3)s2)c1 (centres undefined)
  -5.2	-12.9
Cc1ccc(-c2nnn(CC(=O)Nc3ccc(S(=O)(=O)N4CCC(C)CC4)cc3)n2)cc1
  39.8	5.0
COc1ccc(COCC(O)CN2CCOCC2)cc1OC (centres undefined)
  -12.5	10.8

# Further compounds
# Second line of a record: HIV RNase H inh	RmlC RmlD mix
CO[C@H]1C=CO[C@@]2(C)Oc3c(C)c(O)c4c(O)c(c(C=NN5CCN(C6CCCC6)CC5)c(O)c4c3C2=O)NC(=O)C(C)=CC=C[C@H](C)[C@H](O)[C@@H](C)[C@@H](O)[C@@H](C)[C@H](OC(C)=O)[C@@H]1C
  .	-54.8
Cc1ccc(C2=CC(c3ccccc3)n3ncnc3N2)cc1 (centres undefined)
  .	-19.9
COc1ccc(C2C(C#N)=C(N)Oc3n[nH]c(C)c32)cc1CN1CCN(c2ccc(F)cc2)CC1 (centres undefined)
  -5.9	12.5
O=C(C=C1CCN(c2ncc(C(F)(F)F)cc2Cl)CC1)NNC(=O)Nc1ccccc1
  .	0.3
O=C(CSCCO)Nc1cccc(C(F)(F)F)c1
  -12.7	-7.5
Cc1noc(C)c1S(=O)(=O)N(CC(=O)O)c1ccc2c(c1)OCO2
  -14.3	0.3
CN(C)S(=O)(=O)c1cccc(C(=O)Nc2cccnc2)c1
  1.6	11.1
Cc1ccc(C(=O)/C=C/Nc2ccc([N+](=O)[O-])cc2Br)cc1
  .	-13.6
CSc1nc2[nH]c3c(c2c2nnnn12)CCCC3
  -3.4	.
Cc1cc(C(=O)CSc2n[nH]c(N)n2)c(C)n1C1CC1
  .	-7.9
CN(C)S(=O)(=O)N1CCc2ccccc2C1
  -8.5	3.8
O=C(CCSCCC(=O)NCCN1CCOCC1)NCCN1CCOCC1
  3.0	5.4
COc1ccc(NCc2nnc(SCC(=O)N3CCCc4ccccc43)n2C)cc1
  -5.0	-7.8
CCOC(=O)CNC(=O)CSc1ncnc2c1nnn2-c1ccc(F)cc1
  2.8	6.2
COc1ccc(/C=N/n2cncn2)cc1CSc1ccccn1
  -18.6	67.3
CCOC(=O)c1ccc(NC(=O)Cn2nnc3ccccc32)cc1
  4.3	-12.5
COc1ccc(-n2cnc3cc(NCc4ccco4)ccc32)cc1
  .	0.4
COc1ccc(-c2[nH]ncc2Oc2ccccc2OC)c(O)c1
  -34.9	0.5
CCCCCOc1ccc(C(=O)NC(C(=O)O)C(C)C)cc1 (centres undefined)
  -19.0	0.7
Cn1nnnc1SCC(=O)Nc1ccc(N2CCOCC2)cc1
  -2.2	.

# Some values from the list.
# For HIV RNase H inh, Cn1nnnc1SCC(=O)Nc1ccc(N2CCOCC2)cc1 is entered as -2.2
# For HIV RNase H inh, COc1ccc(NCc2nnc(SCC(=O)N3CCCc4ccccc43)n2C)cc1 is entered as -5.0
# For RmlC RmlD mix, CCCCCOc1ccc(C(=O)NC(C(=O)O)C(C)C)cc1 (centres undefined) is entered as 0.7
# For RmlC RmlD mix, CCOC(=O)CNC(=O)CSc1ncnc2c1nnn2-c1ccc(F)cc1 is entered as 6.2
# For HIV RNase H inh, O=C(CCSCCC(=O)NCCN1CCOCC1)NCCN1CCOCC1 is entered as 3.0
# For HIV RNase H inh, COc1ccc(/C=N/n2cncn2)cc1CSc1ccccn1 is entered as -18.6

# Following part.
# Second line of a record: HIV RNase H inh	RmlC RmlD mix
CCCCCCn1c(N2CCN(c3ccccc3)CC2)nc2c1c(=O)n(C)c(=O)n2C
  7.7	-4.2
CC(=O)N1CCc2cc(S(=O)(=O)Nc3cccc(C(F)(F)F)c3)ccc21
  -29.2	7.0
Cc1ccc(S(=O)(=O)N2CCCC2CO)cc1 (centres undefined)
  -13.4	8.2
Cc1ccc(SCCNC(=S)Nc2ccc(C)c(C)c2)cc1
  .	9.6
CCCCN1C(=O)C2NN=C(C(=O)OC)C2C1=O (centres undefined)
  .	-11.3
CCc1ccc2nc(NC3=NCN(CCN4CCOCC4)CN3)nc(C)c2c1
  -4.9	.
COc1ccc(N2CC(C(=O)Nc3nccs3)CC2=O)cc1 (centres undefined)
  .	4.9
O=C(Cn1ncc2c(=O)oc3ccccc3c21)N1CCC(N2CCCCC2)CC1
  4.7	1.7
O=C(Nc1nc2ccccc2n1CCN1CCCCC1)C1CCCCC1
  .	-16.5
CC(C)(C)C1(C)OC(C(N)=O)C(C(N)=O)O1 (centres undefined)
  -3.7	-7.6
O=C(CCNc1ccc(Cl)c(C(F)(F)F)c1)c1ccco1
  -20.1	4.7

# Not all compounds are listed. The share of hits here may be higher or lower than overall.
